# High-throughput results deposited in PubChem by several laboratories.
# FXIa inh 1536 – human FXIa protease inhibitors, primary screen, biochemical, 1536-well. Coagulation factor XI (Homo sapiens), P03951. purified FXIa, Boc-Glu-Ala-Arg-AMC fluorogenic substrate. inhibition, % at 5 µM. 0.14% of 220,000 active;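 active = inhibition of at least 40%; inactive = inhibition below 40%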;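 also: fluorescence of freed AMC excited at 355 nm; 0% = enzyme without compound and 100% = no enzyme blank; many of its hits are not listed in these tables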
# Target sequence (P03951 19-387 limits assumed): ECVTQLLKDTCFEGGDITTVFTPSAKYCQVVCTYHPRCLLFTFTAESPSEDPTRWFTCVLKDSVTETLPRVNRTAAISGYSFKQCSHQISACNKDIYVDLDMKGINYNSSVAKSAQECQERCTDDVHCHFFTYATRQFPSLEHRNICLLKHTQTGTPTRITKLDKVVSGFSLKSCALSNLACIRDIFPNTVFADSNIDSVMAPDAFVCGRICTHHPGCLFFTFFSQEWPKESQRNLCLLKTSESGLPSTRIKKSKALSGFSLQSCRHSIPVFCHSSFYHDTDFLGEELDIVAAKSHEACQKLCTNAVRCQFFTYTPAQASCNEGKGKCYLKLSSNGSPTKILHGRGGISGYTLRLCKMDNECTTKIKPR
# Target sequence (P03951 388-625 limits assumed): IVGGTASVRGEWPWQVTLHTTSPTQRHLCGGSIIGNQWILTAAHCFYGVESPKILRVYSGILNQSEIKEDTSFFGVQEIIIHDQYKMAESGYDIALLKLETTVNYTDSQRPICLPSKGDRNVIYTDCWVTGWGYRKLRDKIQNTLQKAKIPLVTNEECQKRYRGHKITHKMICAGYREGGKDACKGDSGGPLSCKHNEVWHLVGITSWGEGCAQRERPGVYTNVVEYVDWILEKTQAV
# Hck-Nef inh – inhibitors of Nef-activated human Hck kinase, primary screen, biochemical, Z-Lyte FRET, 384-well, Hck-YEEI | inhibition, % at 20 µM | Recombinant Hck-YEEI plus Nef, Z-Lyte FRET kinase assay | 0.68% of 220,000 active | Tyrosine-protein kinase HCK (Homo sapiens), P08631 | AID 463187, 2010;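 active = Hck-Nef kinase inhibition above about 50%, limit read from the data; inactive = inhibition below that limit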;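 also: 0% = DMSO with Hck plus Nef and 100% = Hck alone without Nef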
# Runt-SMMHC FRET – inhibitors of RUNX1 Runt–CBFb-SMMHC binding, primary screen, biochemical, FRET, Cerulean-Runt, Venus-CBFb-SMMHC, uHTS; Cerulean-Runt/Venus-CBFb-SMMHC FRET ratio 530/480, 1 h; inhibition, % at 20 µM; 0.74% of 220,000 active; AID 1434, 2008;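 active = mean inhibition across duplicate retests at 20 µM reaching about 50%, limit read from the data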;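 also: 0% = DMSO wells and 100% = wells with excess untagged CBFb-SMMHC; inhibitors lower the FRET ratio by blocking Runt binding to CBFb-SMMHC; some results filed as inactive read as strong as hits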
# FXIIa inh – human FXIIa protease inhibitors, primary screen, biochemical, 1536-well. Coagulation factor XII (Homo sapiens), P00748. purified FXIIa, Boc-QGR-AMC fluorogenic substrate, 2 h. inhibition, % at 5 µM. 0.3% of 220,000 active; in the data active = inhibition above about 40%;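 also: 0% = enzyme with no compound and 100% = blank without enzyme; many of its hits are not listed in these tables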
# hK5 inh – human KLK5 protease inhibitors, primary screen, biochemical, 1536-well; inhibition, % at 5 µM; recombinant hK5, fluorogenic AMC substrate cleavage; Kallikrein-5 (Homo sapiens), Q9Y337; AID 873, 2007; 0.59% of 210,000 active;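 active = inhibition of 40% or more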;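 also: 0% = enzyme controls without compound and 100% = no-enzyme blanks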
# Target sequence (Q9Y337 67-293 limits assumed): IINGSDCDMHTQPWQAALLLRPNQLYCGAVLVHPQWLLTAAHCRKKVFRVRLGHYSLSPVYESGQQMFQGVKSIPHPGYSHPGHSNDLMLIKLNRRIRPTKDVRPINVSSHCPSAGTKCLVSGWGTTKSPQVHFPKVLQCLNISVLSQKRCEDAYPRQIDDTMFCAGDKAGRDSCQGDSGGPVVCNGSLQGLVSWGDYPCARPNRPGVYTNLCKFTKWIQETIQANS
# thrombin 1536 – human alpha-thrombin inhibitors, primary screen, counter-screen for coagulation protease inhibitor project, biochemical, 1536-well, fluorogenic AMC substrate | Prothrombin (Homo sapiens), P00734 | Boc-VPR-AMC fluorogenic substrate cleavage | inhibition, % at 5 µM | 0.26% of 220,000 active;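 active = inhibition at or above 40%; inactive = inhibition below 40%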;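 also: 0% = enzyme with no compound and 100% = wells without enzyme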
#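 System – human alpha-thrombin protein · Reagent – Boc-VPR-AMC substrate, 15 µM final · Compound – 5 µM single dose in 0.2% DMSO · Schedule – reaction at room temperature · Technique – AMC fluorescence at 355 nm excitation and 460 nm emission · Read-out basis – % inhibition relative to enzyme controls and enzyme-free blanks · Control set – no-compound enzyme wells and no-enzyme blanks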
# 14-3-3 Bad PPI – inhibitors of 14-3-3 zeta/Bad binding, primary screen, biochemical, TR-FRET, bovine 14-3-3 zeta; 14-3-3 protein zeta/delta (Bos taurus), P63103; TR-FRET 14-3-3zeta/Dy647-pBad peptide displacement, 1 h; inhibition, % at 21.7 µM; 0.71% of 220,000 active;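 active = inhibition above about 70%, limit read from the data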;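 also: 0% = full 14-3-3 plus peptide FRET controls and 100% = background without 14-3-3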
# Target sequence (P63103 whole entry, looked up): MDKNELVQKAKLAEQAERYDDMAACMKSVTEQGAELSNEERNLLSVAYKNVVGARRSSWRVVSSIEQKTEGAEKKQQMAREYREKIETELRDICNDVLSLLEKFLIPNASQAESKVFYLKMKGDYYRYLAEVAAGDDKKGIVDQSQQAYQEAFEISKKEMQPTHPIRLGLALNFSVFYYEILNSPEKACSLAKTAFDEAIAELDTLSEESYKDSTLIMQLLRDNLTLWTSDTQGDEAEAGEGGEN
# Runt-CBFb FRET – inhibitors of RUNX1 Runt–CBFb binding, primary screen, biochemical, FRET, Cerulean-Runt, Venus-CBFb, uHTS | Runt-related transcription factor 1 (Homo sapiens) + Core-binding factor subunit beta … | Cerulean-Runt/Venus-CBFb FRET ratio 530/480, 1 h | inhibition, % at 20 µM | 0.46% of 220,000 active;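 active = inhibition over about 50% at 20 µM in the single-dose screen, limit read from the data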;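 also: 0% = DMSO wells and 100% = excess unlabeled CBFb competitor control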
#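 Buffer or medium: Tris pH 7.5 buffer with BSA. Assay system: Cerulean-labeled Runt domain protein. Amount: each fluorescent fusion protein 100 nM. Read-out basis: loss of energy transfer signal. Incubation: 1 h compound exposure, room temperature. Probe or stimulus: Venus-CBFb binding partner, 100 nM. Detection: FRET, excitation 422 nm, emission at 530 and 480 nm.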
# Wee1 stabilizer – Wee1 degradation inhibitors, primary screen, cell-based, HeLa, Wee1K328M-luciferase, luminescence; HeLa Luc-Wee1K328M stability; 100% = proteasome inhibitor MG132 effect; reporter increase, % at 5 µM; 1.2% of 220,000 active;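 active = activation above the mean of all tested compounds plus 3 SD, set per screening run, cut at about 8.8% in these data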;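 also: cells exposed to compound for 20 h before luminescence read; 0% = DMSO alone and 100% = MG132 at 30 µM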
# Starred values were filed as active, the others as inactive; . = no result given; [ ] = remark or other dose.
SMILES,FXIa inh 1536,Hck-Nef inh,Runt-SMMHC FRET,FXIIa inh,hK5 inh,thrombin 1536,14-3-3 Bad PPI,Runt-CBFb FRET,Wee1 stabilizer
O=C1C2CCCN2C(=O)N1CCN1CCN(c2ccccc2)CC1 (stereo not given),-0.3,5.8,0.4,8.5,-19.9,-11.4,-6.8[fluorescence artefact?],-0.2,0.1
CCN(C(=O)Nc1ccccc1)c1ccccc1,-0.7,2.3,1.6,8.4,-8.0,-0.4,-6.2,-2.7,0.4
CC(C)(C)c1ccc(C(=O)N2CCCN(C(=O)c3ccc(C(C)(C)C)cc3)CC2)cc1,5.0,-0.5,0.6,7.4,-2.3,1.4,-10.6,-9.9,8.0
COc1ccc2c(c1OC)C(=O)OC2Nc1ccccn1 (stereo not given),2.1,1.0,-3.6,12.2,0.7,2.4,5.2,2.2,-1.8
Cc1cc(NC(=O)CCCOc2ccc(Cl)cc2Cl)no1,9.2,0.6,-0.9,10.7,-14.1,-1.2,11.8,-1.5,2.7
COC(=O)c1sccc1NC(=O)c1ccc(Br)s1,1.2,4.2,-6.1,16.1,6.6,3.8,-9.9[fluorescence artefact?],-0.6,3.0
O=C(NC(=S)NCc1ccccc1)c1ccccc1[N+](=O)[O-],4.2,22.3,.,8.6,5.2,-6.0,-8.0,.,-2.4
Cc1[nH]c2ccccc2c1-c1csc(NC(=O)CSCC(=O)O)n1,5.0,14.4,-0.6,7.2,-1.7,-3.8,-1.2,-0.9,-2.7
Fc1cccc(/C=N/Nc2nc3ccccc3[nH]2)c1,-1.8,-16.8,2.9,1.4,-2.5,-6.8,-10.6,1.5,10.9*
CC1=CC2=NC(=O)CC(C)(C(=O)N(CC(=O)NC3CCCC3)c3ccccc3C)N2C=C1 (stereo not given),-4.8,13.7,-1.9,0.5,-4.7,-5.2,7.1,2.2,4.3
CC(=O)N(Cc1ccco1)c1nc(C(=O)Nc2ccc(Cl)cc2)c(C)s1,-0.6,4.5,12.3,8.9,-11.0,-3.6,1.1[fluorescence artefact?],28.2,-2.2
CC(=C/C(=O)O)/C=C/c1cccs1,3.8,-1.8,1.3,14.7,5.1,-1.6,4.1,-1.2,-0.6
Cc1cccc(N(C(=O)Cn2nnc3ccccc32)C(C(=O)NCc2ccco2)c2ccncc2)c1 (stereo not given),-1.5,2.9,-1.8,-2.1,-14.7,3.5,-3.4,1.0,2.0
Cc1ccc(/C=N/NC(=O)CNC(=O)COc2ccccc2)o1,-0.6,3.0,4.7,8.6,-0.3,-4.3,-11.1,-1.9,0.3
C[C@@H](C(=O)Nc1ccccc1N1CCOCC1)N1C(=O)C2CC=CCC2C1=O (stereo not given in full),0.8,1.1,-4.9,11.8,-10.2,-3.1,1.5,0.6,-1.6
CC(=O)c1cc(NC(=O)c2ccc(Cl)cc2)c(=O)oc1/C=C/N(C)C,2.1,2.7,-44.1,14.3,-21.2,-4.4,-14.9[fluorescence artefact?],4.0,-1.6
O=C(O)c1cccc(S(=O)(=O)N2CCCC2)c1,-8.3,0.0,-0.8,-3.6,28.1,-2.3,-2.0,-1.4,-3.9
CCOC(=O)CC1C(=O)NCCN1C(=O)c1cccc(C(F)(F)F)c1 (stereo not given),6.5,0.8,3.0,-1.2,5.0,-15.6,-3.9,-0.2,2.4
Cc1cnc(NC(=O)c2ccc3c(c2)C(=O)N(Cc2ccco2)C3=O)s1,-8.7,1.4,7.5,5.5,4.7,-6.7,-7.8,5.3,2.7
COc1ccc(-c2cc(C(F)(F)F)nc(NC3CCCC3)n2)cc1OC,6.0,1.2,-5.6,21.9,6.2,2.0,1.7,-6.5,1.4
O=C(O)c1ccc(-c2nc3scc(-c4ccccc4)c3c(=O)[nH]2)cc1,-3.0,-5.2,-6.0,7.0,-4.6,3.1,1.0,0.2,-1.3
COc1cccc2cc(C(=O)NCC3CCCO3)c(=O)oc12 (stereo not given),13.8,4.9,-2.4,16.8,44.0*,104.0*,-5.3,-0.4,0.0
CC(C)(C)C(=O)Nc1cccc(-c2nnc(-c3cccc(NC(=O)C(C)(C)C)c3)o2)c1,-7.5,-1.5,-5.4,0.3,-2.5,-6.1,-1.3,-4.5,2.3
Cn1nc(C(=O)N2CCCC2)c2ccccc2c1=O,-4.3,6.0,0.6,9.3,-4.3,-2.7,-0.5[fluorescence artefact?],0.6,-0.7
CC(C)c1ccc(/C=C/C(=O)NCc2ccc(S(N)(=O)=O)cc2)cc1,1.7,-18.2,0.8,.,4.5,-3.8,-0.7,-3.9,-3.1
O=C(CSc1nnc(NC(=O)c2ccco2)s1)Nc1ccccc1F,-4.6,16.5,-2.5,5.5,-3.5,-1.7,-12.0,-1.3,-2.9
COc1ccc(N(CC(=O)N2CCc3ccccc32)S(=O)(=O)c2c(C)noc2C)cc1,0.1,-0.2,-0.5,12.1,30.8,9.3,-10.1,1.0,-1.2
COc1cccc(/C=N/NC(=O)NC2CCCCC2)c1O,2.0,-6.8,-0.9,9.0,-5.3,1.0,-5.2,6.3,10.2*
CCn1c(COc2ccccc2C)nnc1SCC(=O)Nc1cc(C)on1,-3.7,-0.2,-1.3,4.6,-8.0,-0.7,-6.5,-3.5,1.5
O=C(Cn1ccc(C(F)(F)F)n1)N=Nc1c(O)[nH]c2ccc(Br)cc12,17.2,-14.0,1.1,35.2,.,-0.3,2.5,-4.6,0.3

# Record cards, from the list above. Order of values: FXIa inh 1536 | Hck-Nef inh | Runt-SMMHC FRET | FXIIa inh | hK5 inh | thrombin 1536 | 14-3-3 Bad PPI | Runt-CBFb FRET | Wee1 stabilizer
# COc1ccc(N(CC(=O)N2CCc3ccccc32)S(=O)(=O)c2c(C)noc2C)cc1 across the screens: 0.1 | -0.2 | -0.5 | 12.1 | 30.8 | 9.3 | -10.1 | 1.0 | -1.2
# CCn1c(COc2ccccc2C)nnc1SCC(=O)Nc1cc(C)on1 across the screens: -3.7 | -0.2 | -1.3 | 4.6 | -8.0 | -0.7 | -6.5 | -3.5 | 1.5
# Cn1nc(C(=O)N2CCCC2)c2ccccc2c1=O across the screens: -4.3 | 6.0 | 0.6 | 9.3 | -4.3 | -2.7 | -0.5[fluorescence artefact?] | 0.6 | -0.7

# (listing goes on)
SMILES,FXIa inh 1536,Hck-Nef inh,Runt-SMMHC FRET,FXIIa inh,hK5 inh,thrombin 1536,14-3-3 Bad PPI,Runt-CBFb FRET,Wee1 stabilizer
CC(=O)Nc1ccc(S(=O)(=O)Nc2nc3cc4c(cc3nc2Cl)OCCO4)cc1,0.8,89.1*,75.4*,3.1,-2.3,-2.1,4.1,51.0*,11.2*
CCOC(=O)c1cc(OCC(=O)NC(C)C(C)C)cc(C(=O)OCC)c1 (stereo not given),6.8,-0.2,-5.7,16.3,-4.5,2.9,-8.4[fluorescence artefact?],-4.5,-2.2
COC(=O)c1ccccc1NC(=O)NCc1ccccc1,6.1,13.2,0.1,34.7,20.2,11.9,12.2,-1.2,-0.5
CCN(CC(=O)Nc1c(C(=O)OC)[nH]c2ccc(Cl)cc12)c1ccc2c(c1)OCO2,4.8,0.3,2.7,10.6,1.3,4.8,16.5[fluorescence artefact?],2.7,2.4
CC(C)(C)NC(=O)C(c1ccncc1)N(Cc1ccc(F)cc1)C(=O)c1ccc(-c2ccccc2)[nH]1 (stereo not given),-1.9,27.0,4.0,3.5,0.9,6.9,-1.8,-1.2,-2.5
C/C(=N\N(Cc1ccccc1)c1ccccc1)c1ccncc1,-2.6,-1.8,5.1,.,-1.9,-5.2,2.1,5.6,1.0
CCOc1ccc2[nH]c(=O)c(CN(CCO)C(=O)c3ccc(F)cc3)cc2c1,2.9,-1.0,-4.3,10.3,1.2,-2.1,5.6,-0.5,-2.2
NC(=O)CSc1nnc(-c2ccc(S(=O)(=O)N3CCCCC3)cc2)n1-c1ccccc1,1.2,-1.4,1.3,7.3,-13.9,-0.9,-7.9,1.5,-2.2
CCNc1nc(NC(C)(C)C)nc(SCC(N)=O)n1,-6.3,-8.4,1.5,2.1,-11.2,-1.5,-1.0,-0.5,-3.1
CSCCC(N=C(NS(=O)(=O)c1ccc(Br)cc1)c1ccccc1)C(=O)O (stereo not given),-4.0,17.6,0.9,3.1,-5.8,-6.5,-11.5,-1.1,1.5
COC(=O)C(C)Sc1nnc2n(-c3cccc(C)c3)c(=O)c3c4c(sc3n12)CCCC4 (stereo not given),4.3,1.9,-4.8,12.1,-6.4,-2.6,-6.6,-2.6,-1.4
CCOC(=O)CCCCC(=O)c1[nH]c(=O)[nH]c1CSc1nc(C)cc(=O)[nH]1,-3.0,-2.3,-0.3,-3.4,-4.4,-6.4,4.2[fluorescence artefact?],-1.2,1.1
CC(C(=O)Nc1sc2c(c1C#N)CCCCC2)N1C(=O)c2ccccc2C1=O (stereo not given),8.1,2.3,-3.4,8.9,1.3,5.3,9.4,0.2,-2.4
Cn1nnnc1SCC1=C(C(=O)O)N2C(=O)[C@@H](NC(=O)[C@H](O)c3ccccc3)[C@H]2SC1,6.0,27.2,5.1,7.5,-30.7,4.1,69.9,2.9,-3.7
Cc1ncsc1C(=O)N1N=C2/C(=C/c3ccccc3)CCCC2C1c1ccccc1 (stereo not given),-12.2,-0.4,3.0,-0.6,9.9,-3.1,-2.3,-2.4,-3.4
O=C(NCc1n[nH]c(=S)n1-c1ccccc1)c1ccco1,3.4,0.6,3.0,6.8,-27.7,0.2,12.6[fluorescence artefact?],7.8,-3.9
Cc1cc(=O)oc(C)c1C(=O)Nc1cnc2ccccc2c1,-0.8,-0.4,-55.1,15.1,-21.3,-13.4,20.6,-15.2,2.2
C/C(N)=C(/C#N)C(=O)CSc1nc2ccccc2c(=O)n1-c1ccc(C)cc1,-12.9,0.4,-0.4,-2.9,-11.7,-5.1,-10.5[fluorescence artefact?],1.3,3.2
COc1ccc2cc3cc(C(=O)NCc4ccco4)oc3nc2c1,-11.8,0.6,-0.3,-44.4,-203.2,-14.2,6.8,-0.4,-1.4
O=C1NC(=O)C2(COC(c3ccccc3Cl)OC2)S1 (stereo not given),7.3,1.3,2.3,10.8,-25.9,-4.1,1.1,3.3,0.2
CN1CCN(C(=O)C2=C[C@@H](C3CCCCC3)C[C@@H](OCCCCO)O2)CC1,-2.5,-5.8,1.6,6.4,-1.6,-6.2,1.4,-1.1,4.4
O=C(/C=C/c1ccc([N+](=O)[O-])cc1)c1cccnc1,-1.1,0.9,6.9,9.0,-11.5,0.7,17.0,6.3,-2.3
CN(C/C(O)=C(\C#N)c1ccccc1)C1CCCCC1,-0.9,-0.1,-5.6,16.0,2.4,0.3,-6.7,-1.2,-1.2
